C2C12 statin – suppressors of simvastatin-induced myotoxicity in C2C12 myotubes | ATP luminescence, 48 h; scaled: DMSO 0, geranylgeraniol control 100 | rescue of ATP level, % at 7.49 µM | 330,000 compounds, 0.78% hits | AID 602340;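 active = mean ATP rescue above about 67%, or every replicate alone reaching that limit, limit read from the data, passing the limit was not always enough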;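 also: myotubes were challenged with 10 µM simvastatin during compound exposure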
ARNT-TACC3 inh – disrupts binding between human ARNT and TACC3; Q9Y6A5; AlphaScreen His-ARNT PAS-B/GST-TACC3 binding, luminescence; TACC3 fragment carries E629A point mutation; inhibition, % at 9.99 µM; 390,000 compounds, 0.66% hits; AID 623870;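 active = mean inhibition of replicates at least 50% and at least half of replicates each reaching 50%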;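 also: 0% = complete ARNT plus TACC3 wells and 100% = ARNT alone without TACC3; many hits fall short of the cut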
ERp5 block – blocks human ERp5 reductase activity on insulin | 350,000 compounds, 0.05% hits | ERp5 insulin aggregation, absorbance 650 nm, 90 min | inhibition, % at 9.99 µM;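 active = mean replicate inhibition above about 25%, with every replicate also reaching it, limit read from the data, passing the limit was not always enough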
Target sequence (Q15084 whole entry, looked up): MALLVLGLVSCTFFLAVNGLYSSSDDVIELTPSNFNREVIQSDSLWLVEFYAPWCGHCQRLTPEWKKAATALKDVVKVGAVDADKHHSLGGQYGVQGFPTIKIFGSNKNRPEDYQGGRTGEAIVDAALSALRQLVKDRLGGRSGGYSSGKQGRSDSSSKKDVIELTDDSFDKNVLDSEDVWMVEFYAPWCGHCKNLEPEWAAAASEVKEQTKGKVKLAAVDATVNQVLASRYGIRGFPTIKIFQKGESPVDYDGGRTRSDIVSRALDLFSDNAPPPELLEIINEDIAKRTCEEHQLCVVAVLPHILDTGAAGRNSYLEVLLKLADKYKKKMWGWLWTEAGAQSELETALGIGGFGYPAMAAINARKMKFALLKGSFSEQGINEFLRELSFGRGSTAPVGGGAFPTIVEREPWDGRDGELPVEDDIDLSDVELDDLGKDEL
Cneo AK release – Cryptococcus neoformans lysis via adenylate kinase release; C. neoformans lysis, adenylate kinase release luminescence, 4 h; normalised: neutral wells 0, clomiphene wells 100; lysis activity, % at 15 µM; 360,000 compounds, 0.2% hits; AID 651654;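 active = mean lysis activity across replicates of at least 80%, whatever share of replicates individually reach that level; inactive = mean lysis activity below 80%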
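read-out = cell lysis signal | test system = log-phase Cryptococcus neoformans yeast cells | input = cells at 5 × 10^6 per mL | medium = fresh YPD growth medium | signal = luminescent adenylate kinase detection reagent | timing = 4 h at 37 °C static, read 1 h later | dosing = single dose | controls = Clomiphene as positive lysis control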
SIRT5 block – blocks human SIRT5 desuccinylation of peptide | Q9NXA8 | Purified SirT5, succinyl-peptide AMC, trypsin-coupled fluorescence | inhibition, % at 15 µM | 330,000 compounds, 1.1% hits | AID 652115; in the data active = inhibition above about 15%
Target sequence (Q9NXA8 whole entry, looked up): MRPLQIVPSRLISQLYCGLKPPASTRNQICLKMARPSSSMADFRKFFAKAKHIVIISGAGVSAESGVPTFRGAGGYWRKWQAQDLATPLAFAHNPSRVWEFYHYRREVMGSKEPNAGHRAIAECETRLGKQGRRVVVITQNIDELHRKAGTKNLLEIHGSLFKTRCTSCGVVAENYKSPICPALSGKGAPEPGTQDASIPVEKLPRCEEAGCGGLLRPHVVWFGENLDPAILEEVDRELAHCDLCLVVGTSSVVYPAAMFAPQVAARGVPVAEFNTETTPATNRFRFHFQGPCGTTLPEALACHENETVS
miR122 inh – blocks miR-122 activity in Huh7 sensor cells | Huh7 miR-122 Renilla luciferase sensor, 48 h; neutral wells = 0, positive control = 100 | activation (reporter increase), % at 12.5 µM | 340,000 compounds, 0.3% hits;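 active = mean replicate activation score at least 90 and every replicate individually at or above 90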;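 also: higher luciferase means less miR-122 activity so hits act as miR-122 inhibitors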
esBAF inh – blocks esBAF chromatin remodeling in mouse ES cells; Bmi1-luciferase knock-in reporter, 24 h; 100% = twice the neutral-well signal; reporter increase, % at 12.5 µM; 350,000 compounds, 2% hits; AID 602393; in the data active = activation above about 40%;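 also: 0% = median of the plate's neutral control wells and 100% = double that signal; a rise in the Bmi1 reporter signal indicates esBAF inhibition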
* marks the source's active call; other numbers are inactive results; . = no result given; [ ] = remark or other dose.

SMILES | C2C12 statin | ARNT-TACC3 inh | ERp5 block | Cneo AK release | SIRT5 block | miR122 inh | esBAF inh
NC(=O)COC(=O)c1oc2ccccc2c1CSc1ccc(Cl)cc1 | 6 | 0 | -3 | -3 | -2 | -8 | -12
OC(CNc1nc2ccccc2s1)c1ccccc1 (stereo not drawn) | 6 | . | . | 4 | . | -5 | 18
CC1CCCC(NC(=O)COC(=O)c2ccc3ccccc3n2)C1C (stereo not drawn) | 6 | 1 | . | -1 | . | -14 | -9
COc1cc(C(=O)NCC(c2cccs2)N2CCOCC2)cc(OC)c1OC (stereo not drawn) | 4 | -4 | 5 | 6 | -5 | 0 | -6
COC(=O)c1ccc(COC(=O)Cc2n[nH]c(=O)c3ccccc23)cc1 | . | 14 | 3 | . | -5 | . | .
CCC1CN(C(=O)NCc2ccccc2)c2cc(Cl)ccc2O1 (stereo not drawn) | 6 | 6 | 1 | 2 | -8 | -8 | 8
O=C(Cn1c(NCCO)nc2ccccc21)c1cccs1 | . | 1 | . | -1 | . | 3 | -9
COc1ccc(S(=O)(=O)NCC2CCC(C(=O)NCCC(C)C)CC2)cc1 (stereo not drawn) | . | -3 | . | -1 | . | 3 | .
O=C(Nc1ccc(-c2noc(COc3ccccc3Cl)n2)cc1)c1ccco1 | . | 0 | . | -2 | . | -8 | 34
CC(C)(C)[S@@](=O)N1Cc2cc(C(=O)NCc3ccccc3F)nc(-c3cccc(-c4ccncc4)c3)c2[C@H]1CCO | -28 | 0 | -3 | -4 | 4 | . | 10
Cc1c(N=Cc2cccs2)c(=O)n(-c2ccccc2)n1C | 18 | 4 | 1 | 2 | 4 | -8 | 0
COc1ccccc1/C=N/OCc1cc(C(C)=O)ccc1OC | 19 | -1 | 1 | 5 | -5 | . | 0
CCC(=O)N1C[C@@H](O)COC[C@H]2O[C@H](CC(=O)NCc3ccc(Oc4ccccc4)cc3)CC[C@@H]21 | 2 | 2 | -4 | -2 | 0 | -2[16.7 µM] | -5
COc1ccc(C#Cc2cnc3c(c2)C(=O)N([C@H](C)CO)C[C@H](C)[C@H](CN(C)S(=O)(=O)c2ccc(C)cc2)O3)cc1OC | -51 | 9 | -4 | -1 | 13 | -12[16.7 µM] | 2
COC(=O)C(C)Sc1nnc(Cc2cc(=O)[nH]c(=O)[nH]2)n1-c1cc(C)ccc1C (stereo not drawn) | -4 | -7 | -6 | 0 | . | 2 | 2
C[C@@H]1CN([C@@H](C)CO)C(=O)c2cccc(NC(=O)C3CCCCC3)c2O[C@@H]1CN(C)C(=O)Nc1ccc(F)cc1 | 30 | -3 | -2 | 10 | -3 | -9[16.7 µM] | -1
C[C@H]1CN([C@@H](C)CO)S(=O)(=O)c2ccc(-c3cccc(C#N)c3)cc2O[C@@H]1CN(C)C(=O)c1ccncc1 | 18 | -9 | 0 | -7 | -11 | -4[16.7 µM] | -2
C[C@H](CO)N1C[C@H](C)[C@H](CN(C)C(=O)C2CCC2)Oc2ncc(C#Cc3cccc(F)c3)cc2C1=O | 17 | -2 | -1 | 55 | 2 | 53[16.7 µM] | 0
COc1cccc(CC(NC(C)=O)C(=O)NC2CCN(C(=O)C3CCCCC3)CC2)c1OC (stereo not drawn) | 8 | 8 | 5 | 4 | -1 | . | -10
COC(Cc1nnc(SC)n1-c1ccc(Cl)cc1)OC | 14 | -4 | . | 0 | . | -11 | -3
O=C(NCC1CCCO1)c1ccc2c(=O)n(CC3CCCO3)c(SCC(=O)N3CCCC3)nc2c1 (stereo not drawn) | 17 | -2 | 2 | 2 | 5 | 0 | 1
Cc1cccc(N(CC(=O)NC(C)(C)C)C(=O)CCC(=O)Nc2nccs2)c1 | 1 | -2 | 2 | 5 | 0 | -5 | -14
C/C(CC(=O)Nc1c(C)cc(C)cc1C)=N\NC(=O)Cc1ccccc1 | -2 | 23 | 4 | 10 | -3 | -1 | 1
O=C(C[C@@H]1CC[C@H]2[C@@H](COC[C@@H](O)CN2S(=O)(=O)c2ccccc2)O1)N1CCOCC1 | 8 | -3 | 0 | 0 | 2 | 0[16.7 µM] | -2
CN1CCN(C(=O)c2cc3c(c(-c4cccc(-c5ccccc5F)c4)n2)[C@H](CCO)N([S@@](=O)C(C)(C)C)C3)CC1 | 4 | 12 | 2 | 20 | -2 | . | 0

Filtered by structure, those above with a Cl atom.
SMILES | C2C12 statin | ARNT-TACC3 inh | ERp5 block | Cneo AK release | SIRT5 block | miR122 inh | esBAF inh
NC(=O)COC(=O)c1oc2ccccc2c1CSc1ccc(Cl)cc1 | 6 | 0 | -3 | -3 | -2 | -8 | -12
CCC1CN(C(=O)NCc2ccccc2)c2cc(Cl)ccc2O1 (stereo not drawn) | 6 | 6 | 1 | 2 | -8 | -8 | 8
O=C(Nc1ccc(-c2noc(COc3ccccc3Cl)n2)cc1)c1ccco1 | . | 0 | . | -2 | . | -8 | 34
COC(Cc1nnc(SC)n1-c1ccc(Cl)cc1)OC | 14 | -4 | . | 0 | . | -11 | -3

The main list resumes, starting 2 compounds before the break.
SMILES | C2C12 statin | ARNT-TACC3 inh | ERp5 block | Cneo AK release | SIRT5 block | miR122 inh | esBAF inh
O=C(C[C@@H]1CC[C@H]2[C@@H](COC[C@@H](O)CN2S(=O)(=O)c2ccccc2)O1)N1CCOCC1 | 8 | -3 | 0 | 0 | 2 | 0[16.7 µM] | -2
CN1CCN(C(=O)c2cc3c(c(-c4cccc(-c5ccccc5F)c4)n2)[C@H](CCO)N([S@@](=O)C(C)(C)C)C3)CC1 | 4 | 12 | 2 | 20 | -2 | . | 0
COC(=O)[C@H](C)NC(=O)NCc1ccc(F)cc1 | 7 | -3 | -7 | 1 | -2 | -5 | 3
Cc1ccc(CC2(O)CC(C)N(C)CC2C)c(C)c1 (stereo not drawn) | -5 | 17 | . | 2 | . | -1 | -6
CCCNS(=O)(=O)c1ccc(NC(=O)c2ccccn2)cc1 | . | 8 | . | -1 | . | 45 | .
CCCCOc1ccc(C2CC(=O)N(C)C2=O)cc1 (stereo not drawn) | -10 | 2 | . | 23 | . | 0 | 16
CCOc1ccc(S(=O)(=O)NCCC(=O)Nc2ncccc2C)cc1 | 9 | -2 | -15 | 2 | -4 | -4 | -1
CC(C)Nc1nc(NC2CCCC2)nc(N2CCOCC2)n1 | 2 | 26 | -4 | 2 | 2 | -1 | -7
CC(C)CC#Cc1ccc2c(c1)O[C@@H](CN(C)Cc1ccccc1F)[C@H](C)CN([C@H](C)CO)S2(=O)=O | -125 | 12 | 0 | 0 | 22* | 1[16.7 µM] | -7
Cc1cc(C)cc(OCC(=O)OC(C)C(=O)Nc2c(C)n(C)n(-c3ccccc3)c2=O)c1 (stereo not drawn) | -13 | 16 | 2 | 0 | 0 | -8 | -2
Cc1ccc(C)c(NC(=O)CSc2nc3ccccc3nc2N2CCOCC2)c1 | 9 | 2 | 3 | 3 | 2 | -1 | 8
COC(=O)c1ccccc1NS(=O)(=O)c1ccc(F)cc1 | -13 | 1 | . | 1 | . | 8 | -3
CCCNC(=O)Nc1ccc2c(c1)OC[C@@H](C)N(C(=O)C1CC1)C[C@H](C)[C@@H](OC)CN(C)C2=O | -2 | -22 | 1 | -1 | -1 | 0[16.7 µM] | -3
COCC1CCN(Cc2cn(-c3ccccc3F)nc2-c2cc(C)sc2C)CC1 | -2 | -4 | 6 | 7 | -12 | -4 | -2
O=C(COC(=O)CCSc1ccccc1)Nc1ccc(F)cc1Cl | 9 | . | -2 | -2 | -3 | -22 | -5
O=C(NC(=S)N1CCOCC1)c1cn(-c2ccccc2)nc1-c1ccc(F)cc1 | -1 | 8 | -7 | 1 | 0 | -10 | 5
C/C(=N\NC(=O)c1cccs1)c1cccnc1 | . | 2 | 5 | . | -2 | . | .
CCC(C)Nc1nc(OC(C(F)(F)F)C(F)(F)F)nc(OC(C(F)(F)F)C(F)(F)F)n1 (stereo not drawn) | -10 | . | . | -2 | . | 5 | -4
CSc1nnc(C)c(=O)n1COC(=O)c1ccc([N+](=O)[O-])cc1 | 8 | -11 | 6 | . | -10 | 0 | -8
CCc1cnc(N2[C@@H](C#N)[C@@H](c3ccc(C#Cc4ccccc4F)cc3)[C@@H]2CO)s1 | -8 | -21 | 2 | -1 | 1 | . | -3
COC(=O)C[C@H]1CC[C@@H]2[C@@H](COc3ccc(NC(=O)c4cc(C)on4)cc3C(=O)N2C)O1 | 3 | 9 | -7 | -5 | 0 | 22[16.7 µM] | -3
Oc1ccc(Br)cc1Cn1nnc2ccccc21 | 16 | 29 | -2 | 8 | -5 | 40 | -1
O=C(NC1CCCC1)N1CCCCN2[C@H](CO)[C@@H](c3ccc(-c4cccnc4)cc3)[C@@H]2C1 | 9 | -7 | -2 | 2 | -1 | 9[16.7 µM] | 4
COc1ccc(CN(C)CC(=O)NC(C)c2ccccc2)c(OC)c1 (stereo not drawn) | . | 0 | -1 | 2 | -5 | . | .
O=C(NCc1ccc(F)cc1)[C@H]1[C@H](CO)[C@H]2Cn3c(cccc3=O)[C@@H]1N2CC1CC1 | 5 | -3 | 1 | -1 | 2 | 3[16.7 µM] | 0
C/C(N)=N\S(=O)(=O)c1ccc(Cl)cc1 | 10 | -6 | 2 | 0 | -7 | -3 | -6
COc1cc(/C=C/C(=O)OC(C)C(=O)Nc2c(C)n(C)n(-c3ccccc3)c2=O)ccc1O (stereo not drawn) | -3 | 5 | -3 | -1 | 1 | . | -4
Further results
SMILES | C2C12 statin | ARNT-TACC3 inh | ERp5 block | Cneo AK release | SIRT5 block | miR122 inh | esBAF inh
COc1ccc(NC(=O)Nc2cccc(NC(C)=O)c2)c(OC)c1 | . | -5 | 3 | . | -1 | . | .
CN(C)S(=O)(=O)c1cccc(-c2nn(-c3ccccc3)cc2/C=C2\SC(=S)NC2=O)c1 | . | 6 | -1 | . | 5 | . | .
O=S(=O)(ON(c1ccccc1)S(=O)(=O)c1ccccc1)c1ccccc1 | 0 | . | 7 | -1 | 5 | -3 | -1
Cc1ccc(NC(=O)COc2cccc3c2OC(C)(C)C3)c(O)c1 | -6 | 0 | 9 | -2 | 1 | 9 | 7
C[C@@H]1CN([C@@H](C)CO)S(=O)(=O)c2ccc(C3=CCCCC3)cc2O[C@H]1CN(C)S(=O)(=O)c1cn(C)cn1 | -12 | 20 | 9 | 34 | 1 | 30[16.7 µM] | -7
CC(C)(C)c1ccc(C(=O)NC(=S)Nc2nc3c(s2)CCCC3)cc1 | -6 | . | 9 | -5 | -2 | 3 | -38
CC(=O)Nc1ccc(S(=O)(=O)NCc2ccc3[nH]c(C)cc3c2)cc1 | 6 | 2 | 1 | 0 | 0 | -7 | 2
Cc1cc(C)c2c(=O)[nH]c(SCC(=O)c3ccc(F)c(C)c3)nc2n1 | . | 2 | 0 | . | . | 0 | .
Cc1nn(C(=O)CN2C(=O)c3ccccc3C2=O)c(C)c1Br | 6 | -6 | . | . | . | -4 | 0
N#C/C(=C\c1ccc(N2CCOCC2)o1)C(=O)NCCc1ccccc1 | -2 | -7 | -2 | . | 4 | -14 | 8
CNC[C@H]1Oc2ccc(NC(=O)C3CC3)cc2CC(=O)N([C@@H](C)CO)C[C@@H]1C | -2 | -9 | -2 | -2 | 4 | 0[16.7 µM] | 0
COc1ccc(-c2cn(Cc3ccc4c(c3)C(=O)c3ccccc3C4=O)nn2)cc1 | 4 | -2 | -2 | -2 | . | 1 | 3
COc1ccc(OCCC(=O)N2CCOCC2)cc1 | 2 | -5 | 3 | 3 | -5 | -5 | 9
O=C(Nc1ccc2c(c1)OCO2)C1CCCN1C(=O)Nc1ccccc1F (stereo not drawn) | 5 | -5 | . | . | . | 2 | 4
COc1ccc(NC(=O)CSc2nnc(-c3ccoc3C)n2CCc2ccccc2)cc1 | 9 | 7 | . | -2 | . | 22 | -6
COc1ccc(OC)c(/C=N/N(C)c2ccccc2)c1 | -37 | -3 | . | -5 | . | -2 | 73*
CN(C)C(=O)[C@@H]1[C@@H](CO)[C@@H]2Cn3c(ccc(-c4ccccc4)c3=O)[C@H]1N2C(=O)C1CC1 | 10 | 2 | -4 | 12 | -17 | 40[16.7 µM] | -4
CCOC(=O)c1ccccc1OCc1cc(/C=N/n2cnnc2)ccc1OC | 1 | -6 | . | 0 | . | 3 | -1
O=C(Nc1ccc(O)c(-c2nc3ccccc3o2)c1)C1(c2ccc([N+](=O)[O-])cc2)CCCC1 | -2 | -13 | . | 1 | . | 3 | 6

From PubChem
